Keap1 Nrf2 FP = Keap1-Nrf2 (human) interaction inhibition; Q14145; Keap1 Kelch-Nrf2 peptide fluorescence polarization, 1536-well; inhibition, % at 9.4 µM; actives 0.15% (n = 340,000); AID 504523; in the data active means inhibition above about 12%;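 further: human Keap1 Kelch domain with fluorescein labeled Nrf2 9mer peptide probe; 0% = neutral control wells and 100% = peptide positive control; higher means more block of Keap1 binding to Nrf2 peptide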
CAL PDZ FP = blocks peptide binding to the human CAL PDZ domain; inhibition, % at 24.9 µM; Q9HD26; AID 602252; actives 0.92% (n = 300,000); purified CAL PDZ, TMR-peptide fluorescence polarization, 1 h;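 active means mean inhibition of at least 30% with at least half of replicates also reaching 30%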;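 further: 0% = DMSO neutral control and 100% = excess unlabeled competitor peptide PRC23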
Cardiac RTF inh = cardiac RTF calcium desensitization | P19429+P45379 | IANBD-labeled cardiac RTF, Ca2+ fluorescence | inhibition, % at 7.15 µM | actives 0.12% (n = 340,000);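 active means inhibition above the mean inhibition of all tested compounds plus 3 SD, cut at about 17% in these data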;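 further: assay run at fixed EC70 calcium of 1.6 mM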
V-ATPase pHluor = yeast V-ATPase proton transport regulation by pHLuorin. actives 0.37% (n = 350,000). response, % at 10 µM. S. cerevisiae, pHLuorin cytosolic pH fluorescence; in the data active means response mostly above about 7.3%, no sharp cut-off; inactive means mostly below about 5.4%; further: actives read high; inactives centre near 0; some compounds called inactive have numbers as strong as hits; reference of the scale not given here
C-LANA FP = KSHV C-LANA DNA binding inhibition. inhibition, % at 9 µM. actives 0.078% (n = 340,000). MBP-C-LANA/FAM-LBS DNA binding, fluorescence polarization. AID 504423;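 active means highest replicate inhibition at or above 60% at 9 µM, even if other replicates fall short; inactive means all replicates below 60% inhibition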;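 further: 0% = neutral control wells and 100% = 4 µM acridine orange control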
HTR5A inv ag = inverse agonist of human HTR5A in OPRM1-OPRD1 counter-screen | P47898 | HTR5A cell line, luminescence, inverse agonism | inhibition, % at 9.3 µM | actives 0.083% (n = 340,000) | AID 504634; in the data active means inhibition mostly above about 23%, no sharp cut-off; inactive means mostly below about 18%;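 further: 0% = cells with DMSO and 100% = no-cell wells with DMSO; some compounds called inactive have numbers as strong as hits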
HTR5A ag ctr = activates human HTR5A in OPRM1-OPRD1 agonist counter-screen; P47898; HTR5A agonist assay, luminescence, cell-based; activation, % at 9.3 µM; actives 0.61% (n = 340,000); in the data active means activation mostly above about 9.5%, no sharp cut-off; inactive means mostly below about 7.6%;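 further: 0% = cells with vehicle only and 100% = reference agonist; strong numbers were not always called active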
RTF Ca sens act = increases calcium sensitivity of human cardiac regulated thin filaments; P19429+P45379; IANBD-labeled TnC RTF fluorescence at EC20 calcium; 0% EC20 calcium, 100% full calcium; activation, % at 7.2 µM; actives 0.24% (n = 340,000);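 active means activation above the mean over all tested compounds plus 3 SD, cut at about 30% in these data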;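 further: rise in fluorescence read as greater calcium sensitivity of cardiac thin filaments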
OPRM1-OPRD1 inv = inverse agonist of human OPRM1-OPRD1 heterodimerization. cell-based MOR-DOR heterodimer luminescence, inverse agonism. inhibition, % at 9.3 µM. actives 0.21% (n = 340,000); in the data active means inhibition above about 22%, passing the limit was not always enough;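 further: 0% = cells with DMSO and 100% = wells without cells with DMSO; values of inactives mirror those of a sister screen read the other way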
Target sequence (P35372 whole entry, looked up): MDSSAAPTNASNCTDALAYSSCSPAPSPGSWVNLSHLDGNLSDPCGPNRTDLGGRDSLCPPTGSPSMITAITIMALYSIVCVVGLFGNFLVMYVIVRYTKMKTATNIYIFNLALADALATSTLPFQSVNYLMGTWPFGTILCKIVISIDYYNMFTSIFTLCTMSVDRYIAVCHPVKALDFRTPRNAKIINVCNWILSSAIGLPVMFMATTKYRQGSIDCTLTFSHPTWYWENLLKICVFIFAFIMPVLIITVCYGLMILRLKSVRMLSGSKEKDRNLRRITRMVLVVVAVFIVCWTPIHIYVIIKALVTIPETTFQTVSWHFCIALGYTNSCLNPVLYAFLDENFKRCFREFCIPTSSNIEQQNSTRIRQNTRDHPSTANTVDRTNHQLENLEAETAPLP
Target sequence (P41143 whole entry, looked up): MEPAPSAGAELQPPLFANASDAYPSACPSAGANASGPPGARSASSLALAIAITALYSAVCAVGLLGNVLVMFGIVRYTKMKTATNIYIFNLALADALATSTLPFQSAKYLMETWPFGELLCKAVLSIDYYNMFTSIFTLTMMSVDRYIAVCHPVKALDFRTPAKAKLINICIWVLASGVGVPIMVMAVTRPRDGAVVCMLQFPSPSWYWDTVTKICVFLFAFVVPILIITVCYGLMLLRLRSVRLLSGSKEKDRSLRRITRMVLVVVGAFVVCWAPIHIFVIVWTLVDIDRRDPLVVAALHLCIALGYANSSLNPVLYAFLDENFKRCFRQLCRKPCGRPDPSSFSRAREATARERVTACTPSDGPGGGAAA
MOR-DOR ag = OPRM1-OPRD1 heterodimerization agonism; cells, luminescence; activation, % at 9.3 µM; P35372+P41143; actives 0.3% (n = 340,000); AID 504326; in the data active means activation above about 18%;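 further: 0% = vehicle-treated cells and 100% = reference agonist; values of inactives mirror those of a sister screen read the other way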
* = called active by the depositor; / = not tested or not shown.

Molecule,Keap1 Nrf2 FP,CAL PDZ FP,Cardiac RTF inh,V-ATPase pHluor,C-LANA FP,HTR5A inv ag,HTR5A ag ctr,RTF Ca sens act,OPRM1-OPRD1 inv,MOR-DOR ag
COC(=O)c1cnc(NNS(=O)(=O)c2ccc(C(F)(F)F)cc2)nc1C(F)(F)F,-3,-2,0,3,0.6,0,7,-1,13,-2.4
COC(=O)c1c(NC(=O)Cc2cccs2)sc(C)c1C,-5,-4,-6,7,-1.6,-3,-1,-3,-6,1.2
O=c1[nH]c2c(s1)C(c1ccco1)C1C3CCC(C3)C1S2 (stereo unspecified),-3,-9,3,0,-0.6,19,0,1,-40,7.0
Cc1ccc(NC(=O)n2ccc(-c3ccc(-n4ccnc4)cc3)n2)cc1,-6,3,/,1,-2.3,/,/,/,/,/
CN(CC(=O)N1CCN(c2ccccn2)CC1)S(=O)(=O)c1ccc2ccccc2c1,-5,2,0,6,0.0,-5,2,13,1,-0.2
CCOc1ccccc1OCCOCCN1CC(C)OC(C)C1 (stereo unspecified),-3,-1,-3,-1,0.8,3,-3,8,-5,0.8
CCc1cc(C=C(Cl)Cl)oc(=O)c1C,7,-2,-7,3,2.0,6,-2,-5,10,-1.9
COc1ccccc1-c1nc(C#N)c(N2CCc3ccccc3C2)o1,-7,/,-6,-1,-0.9,-26,9,0,-7,1.3
Cc1ccccc1NC(=O)COC(=O)COc1ccc2c(c1)CCC2,5,-5,-9,-5,0.8,13,-2,-1,3,-0.6
O=Cc1cn(CCC(=O)O)nc1-c1cc2ccccc2o1,-1,/,3,-2,-1.1,-10,4,-2,18,-3.3
O=C(c1ccccc1F)N1CCN(S(=O)(=O)c2ccc3c(c2)OCCO3)CC1,-5,-1,-4,0,-0.9,7,-3,-2,4,-0.8
CN(Cc1ccccc1)C(=O)c1ccc(NC(=O)Cc2ccc(NC(=O)C3CCN(C(=O)C4CCC4)CC3)cc2)cc1,2,-5,-1,0,-0.8,-6,2,-9,12,-2.5

Reformatted: 10 of the compounds above.
Order of results – Keap1 Nrf2 FP, CAL PDZ FP, Cardiac RTF inh, V-ATPase pHluor, C-LANA FP, HTR5A inv ag, HTR5A ag ctr, RTF Ca sens act, OPRM1-OPRD1 inv, MOR-DOR ag
O=c1[nH]c2c(s1)C(c1ccco1)C1C3CCC(C3)C1S2 (stereo unspecified)
  -3, -9, 3, 0, -0.6, 19, 0, 1, -40, 7.0
Cc1ccc(NC(=O)n2ccc(-c3ccc(-n4ccnc4)cc3)n2)cc1
  -6, 3, /, 1, -2.3, /, /, /, /, /
CN(CC(=O)N1CCN(c2ccccn2)CC1)S(=O)(=O)c1ccc2ccccc2c1
  -5, 2, 0, 6, 0.0, -5, 2, 13, 1, -0.2
CCOc1ccccc1OCCOCCN1CC(C)OC(C)C1 (stereo unspecified)
  -3, -1, -3, -1, 0.8, 3, -3, 8, -5, 0.8
CCc1cc(C=C(Cl)Cl)oc(=O)c1C
  7, -2, -7, 3, 2.0, 6, -2, -5, 10, -1.9
COc1ccccc1-c1nc(C#N)c(N2CCc3ccccc3C2)o1
  -7, /, -6, -1, -0.9, -26, 9, 0, -7, 1.3
Cc1ccccc1NC(=O)COC(=O)COc1ccc2c(c1)CCC2
  5, -5, -9, -5, 0.8, 13, -2, -1, 3, -0.6
O=Cc1cn(CCC(=O)O)nc1-c1cc2ccccc2o1
  -1, /, 3, -2, -1.1, -10, 4, -2, 18, -3.3
O=C(c1ccccc1F)N1CCN(S(=O)(=O)c2ccc3c(c2)OCCO3)CC1
  -5, -1, -4, 0, -0.9, 7, -3, -2, 4, -0.8
CN(Cc1ccccc1)C(=O)c1ccc(NC(=O)Cc2ccc(NC(=O)C3CCN(C(=O)C4CCC4)CC3)cc2)cc1
  2, -5, -1, 0, -0.8, -6, 2, -9, 12, -2.5

The list continues:
Molecule,Keap1 Nrf2 FP,CAL PDZ FP,Cardiac RTF inh,V-ATPase pHluor,C-LANA FP,HTR5A inv ag,HTR5A ag ctr,RTF Ca sens act,OPRM1-OPRD1 inv,MOR-DOR ag
CCC(C)N(C(=O)CCC(=O)Nc1cc(C)on1)C(C(=O)NC(C)(C)C)c1ccccc1Cl (stereo unspecified),-5,-7,-1,4,-1.3,-9,3,1,0,0.1
COc1cc(NC(=S)NCc2cccnc2)cc(OC)c1OC,-4,2,-2,-1,-0.4,2,-1,-1,5,-0.7
CCc1nn(CC(=O)NCCc2ccc(S(N)(=O)=O)cc2)c(=O)c2cc3sccc3n12,-2,-3,2,0,-0.8,11,-2,5,16,-3.2
CC(C(=O)Nc1nncs1)N1C(=O)C2C3C=CC(C3)C2C1=O (stereo unspecified),-7,-5,0,0,-0.4,20,2,6,18,-3.5
CCN(CC)S(=O)(=O)c1ccc(OC)c(NC(=O)c2cc(C)on2)c1,-9,-3,-6,-3,-2.8,-8,3,-2,9,-1.8
O=C(Oc1ccc2c(=O)c(Oc3ccc4ccccc4c3)coc2c1)c1cccnc1,1,/,-6,-3,-0.5,-9,3,11,-31,5.7
CCOC(=O)C(=O)Nc1ccccc1C(=O)NCc1ccccc1,1,-3,-12,-3,1.4,-7,3,-1,-5,1.1
O=C(NCCc1nnc2ccc(NCCCN3CCOCC3)nn12)c1ccccc1F,-10,-3,-7,-1,1.0,22,2,3,3,-0.6
CCN(CC(=O)Nc1ccccc1C(F)(F)F)C(=O)Cc1ccccc1,-1,7,-25,-3,-2.0,-6,2,8,13,-1.8
O=C1CN(C(=O)COC(=O)CCSc2ccccc2Cl)c2ccccc2N1,0,-3,3,-4,0.9,-6,-3,-5,-5,0.8
Cc1cc(Cl)ccc1NC(=S)NCCc1ccc(S(N)(=O)=O)cc1,-7,-1,0,2,-1.4,-24,7,0,3,-0.5
CCC(C)NC(=O)/C=C/c1ccc(S(=O)(=O)NCc2ccco2)cc1 (stereo unspecified),-9,0,-5,-7,0.8,9,-3,-3,6,-1.2
CC1CCN(C(=O)NC(=O)c2ccc(Cl)cc2)CC1,0,-5,6,-1,-1.6,-1,1,3,27,-5.3
COc1cc(-c2nnc(NC(=O)CCS(=O)(=O)c3ccccc3)o2)cc(OC)c1OC,-4,/,-12,-1,-0.5,-20,2,2,-23,3.6
Nc1c2nc(-c3ccccc3)[nH]c(=O)c2nc(=O)n1-c1ccccc1,-2,-4,6,5,1.4,-10,4,-2,-36,7.0
C/C(=N\NC(=O)c1ccc(OC2CCCC2)cc1)c1ccc(O)cc1,3,-1,-9,-1,1.2,8,-2,10,6,-1.0
CNC(=O)NC(=O)C(OC(=O)c1cccc(S(=O)(=O)N2CCCCC2)c1)c1ccccc1 (stereo unspecified),-2,/,8,2,-0.1,0,0,2,8,-1.4
Cc1ccc(C(=O)NNC(=O)c2cccs2)cc1,3,/,7,1,-0.6,1,4,-2,9,-1.8
COc1ccc(NC(=O)C2CCCN(S(=O)(=O)c3cnc[nH]3)C2)cc1 (stereo unspecified),3,-2,1,0,-1.5,-23,8,-1,5,-0.9
Cc1occc1C(=O)/C(C#N)=C/c1ccc(O)c(Br)c1,-20,-5,-15,0,-4.2,12,-5,8,4,-0.7
CCOc1ccc(NCC(=O)Nc2ccc(C)cc2C)cc1,-2,4,-5,-3,-1.6,6,3,-3,-20,3.5
COc1cc2oc(=O)cc(-c3ccc(-c4ccc(C(F)(F)F)cc4)cc3)c2c(OC)c1OC,-5,-4,-2,1,0.5,10,-3,1,9,-1.9
O=S(=O)(c1ccccc1)N1CCCC1c1cccs1 (stereo unspecified),-1,-6,-6,-1,1.6,-13,2,2,1,-0.2
COc1ccccc1CNC(=O)c1cc(-c2ccccc2)nn1CC1CC(c2cccc([N+](=O)[O-])c2)=NO1 (stereo unspecified),-2,-1,-1,-9,0.6,10,-3,-4,3,-0.5

Arranged by SMILES length (lowest first): 3 of the compounds above
Molecule,Keap1 Nrf2 FP,CAL PDZ FP,Cardiac RTF inh,V-ATPase pHluor,C-LANA FP,HTR5A inv ag,HTR5A ag ctr,RTF Ca sens act,OPRM1-OPRD1 inv,MOR-DOR ag
Cc1ccccc1NC(=O)COC(=O)COc1ccc2c(c1)CCC2,5,-5,-9,-5,0.8,13,-2,-1,3,-0.6
CCN(CC(=O)Nc1ccccc1C(F)(F)F)C(=O)Cc1ccccc1,-1,7,-25,-3,-2.0,-6,2,8,13,-1.8
O=C(Oc1ccc2c(=O)c(Oc3ccc4ccccc4c3)coc2c1)c1cccnc1,1,/,-6,-3,-0.5,-9,3,11,-31,5.7

Carrying on.
Molecule,Keap1 Nrf2 FP,CAL PDZ FP,Cardiac RTF inh,V-ATPase pHluor,C-LANA FP,HTR5A inv ag,HTR5A ag ctr,RTF Ca sens act,OPRM1-OPRD1 inv,MOR-DOR ag
Cc1ccc(-c2nn(-c3ccccc3)cc2C(=O)NCCCN2CCOCC2)cc1,-11,-4,-7,2,-0.3,13,6,2,-2,0.4
Cc1nn(C)c(C)c1NS(=O)(=O)c1ccccc1,0,1,-3,-1,0.8,15,-5,4,11,-1.9
CCCc1cc(=O)[nH]c(SCC(=O)Nc2sc3c(c2C#N)CCC(C)C3)n1 (stereo unspecified),-5,-1,4,-6,-3.3,4,-1,5,5,-0.9
O=c1cc(CN2CCN(c3ccc(O)cc3)CC2)nc2scc(-c3ccccc3)n12,-5,-2,-6,0,-1.1,-10,4,-6,-6,1.3
Cc1[nH]n(-c2ccccc2)c(=O)c1C(=O)Nc1ccccc1,-4,-1,-2,-1,-1.6,1,0,1,-1,0.1
CN(C)S(=O)(=O)N1CCN(S(=O)(=O)c2ccc3ccccc3c2)CC1,-2,-5,-17,1,0.9,4,-2,13,-4,0.7
Cc1c(Br)c(O)c(Br)c(O)c1/C=N/n1c(-c2ccccc2)n[nH]c1=S,-2,-3,-5,-6,3.6,-3,1,-5,5,-1.1
CSc1ccc(S(=O)(=O)NCC(=O)OCC(=O)NCCc2ccccc2)cc1[N+](=O)[O-],-2,0,-12,2,0.2,-4,2,-2,-7,1.1
COCCn1c(C)cc(O)c(C(=O)Nc2cccc(Cl)c2)c1=O,-3,0,-8,-1,2.1,-6,6,-3,1,-0.1
CCCOc1ccc(C(=O)CCC(=O)OC(C)C(=O)Nc2ccc(NC(C)=O)cc2)cc1 (stereo unspecified),-4,-2,-12,4,1.3,-8,3,10,-10,1.6
O=CN1CCN(C(C(=O)NC2CCCC2)c2ccc(Cl)cc2)CC1 (stereo unspecified),-4,1,-1,4,0.0,-16,0,8,14,-2.3
O=C(Nc1ccnc(-c2cccnc2)n1)c1ccccc1Cl,0,-1,-8,-2,-2.7,8,4,2,1,-0.2
CC(C)Cn1c(=O)[nH]c2ccccc21,3,-2,0,1,-0.4,22,-8,-3,7,-1.2
O=c1[nH]c2ccc(NS(=O)(=O)c3ccc([N+](=O)[O-])cc3)cc2[nH]1,-2,9,-8,0,2.1,5,0,4,-28,5.5
C/C(=N\NC(=O)c1cccc(N2CCCC2=O)c1)c1ccc(N)cc1,0,4,2,-1,1.0,4,-2,5,13,-2.5
CC1(CCc2ccccc2)NC(=O)NC1=O (stereo unspecified),0,/,-3,1,-0.7,-10,2,1,5,-1.0
Cc1ccc(SCCc2cc[n+](CC(=O)c3ccccc3)cc2)cc1,-12,-2,-14,-2,-10,12,-3,2,-7,1.3
Cc1cc(-c2ccccc2)nc(N(C)C)c1S(C)(=O)=O,0,/,-7,0,-1.1,-31,5,2,0,0.0
CC1(NC(=O)Nc2cc([N+](=O)[O-])ccc2O)CCS(=O)(=O)C1 (stereo unspecified),-5,2,0,-3,0.8,-8,3,0,18,-4.2
COc1cccc(CCN2CCC(CNS(=O)(=O)c3cc(-c4cc(C)no4)ccc3C)CC2)c1,0,-4,-3,-2,-0.6,-9,2,-4,-12,2.3
